Screening data as filed in PubChem BioAssay.
T cell HTS: T cell immune modulation candidate. 2C CD8+ T cell-vesicle binding, flow cytometry; stronger effect = lower value. calls only at 7 µM. hit rate 0.068% among 330,000. AID 2052;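 active = response, share of CD8 T cells binding vesicles, and their 90th percentile fluorescence all below set limits, cut at about 80% in these data, passing the limit was not always enough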
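Incubation: binding step 1.5 h, 37 °C, antibody labelling 20 min, ice; system: murine 2C transgenic CD8+ T lymphocytes; technique: cytometric PE anti-B7-1 and Alexa647 anti-CD8 signals after 1% paraformaldehyde fixation; also added: QL9-charged Drosophila Ld/ICAM-1/B7-1 vesicles; control set: naked versus QL9-loaded vesicles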
KOR beta-arrestin-1: KOR agonists, beta-arrestin recruitment, primary screen, cell-based, luminescence, uHTS (AID 1777); KOR beta-arrestin recruitment, luminescence; higher % means a stronger effect; activation, % at 10 µM; hits with a dose series show EC50 in µM; hit rate 0.02% among 280,000; in the data active = activation above about 50%, passing the limit was not always enough; note: a part of the inactive calls stands beside numbers as strong as those of hits
HEK293 NOD2/NF-kB: inhibition of NOD2-driven NF-kB reporter – cell-based, luminescence, uHTS, HEK293 (AID 1566) | HEK293 NOD2/NF-kB luciferase reporter, luminescence; higher % means a stronger effect | inhibition, % at 4 µM; hits with a dose series show EC50 in µM | hit rate 0.63% among 290,000; note: many of its hits are not listed in these tables
GPR55 activation: GPR55 agonists via beta-arrestin recruitment, primary screen, imaging, U2OS cells, beta-arrestin-GFP redistribution (AID 1961); U2OS GPR55 beta-arrestin-GFP redistribution imaging; higher % means a stronger effect; activation, % at 10 µM, or EC50 in µM where a hit was titrated; hit rate 0.048% among 290,000;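 active = activation above 40% with more than 50 cells counted in the well; inconclusive = wells holding fewer than 50 cells, flagged as toxic or sparse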;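 note: U2OS osteosarcoma cells stably expressing GPR55 and beta-arrestin-GFP; plate controls were DMSO negative control for no effect and LPI positive control for full effect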
KOR beta-arrestin-2: KOR antagonists, beta-arrestin recruitment, cell-based, luminescence, uHTS (AID 1778) | inhibition, % at 10 µM; hits with a dose series show IC50 in µM | KOR beta-arrestin recruitment, luminescence, antagonist mode; higher % means a stronger effect | hit rate 0.091% among 290,000; note: strong numbers were not always called active
NOD1 NF-kB reporter: NOD1 signaling inhibitors, primary screen, cell-based, luminescence, uHTS (AID 1578) | hit rate 1% among 290,000 | NOD1-driven NF-kB luciferase reporter cells, luminescence; higher % means a stronger effect | inhibition, % at 4 µM; hits with a dose series show EC50 in µM; in the data active = inhibition mostly above about 36%, no sharp cut-off; inactive = mostly below about 34%;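 note: HEK-293T reporter cells stimulated with the NOD1 agonist gamma-tri-DAP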
GPR55 LPI antagonism: inhibition of LPI-stimulated GPR55 beta-arrestin translocation – imaging, U2OS, beta-arrestin-GFP, LPI agonist, primary screen (AID 2013) | U2OS GPR55 beta-arrestin-GFP translocation imaging, LPI antagonism; higher % means a stronger effect | inhibition, % at 10 µM; hits with a dose series show IC50 in µM | hit rate 0.13% among 290,000;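 active = spots per cell inhibited over 60%, with over 100 cells counted and total cytoplasm intensity under 500,000; inconclusive = wells with under 100 cells, flagged as likely toxic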;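 note: U2OS cells stably carrying GPR55 and arrestin-GFP stimulated by 5 µM LPI near EC80; imaged beta-arrestin-GFP aggregate spots per cell after agonist stimulation; plate controls were LPI-stimulated DMSO wells for no effect and DMSO wells without LPI for full effect; some results filed as inactive read as strong as hits; confirmed hits need IC50 under 10 µM and bright autofluorescent wells are also inconclusive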
Myeloid diff 2: compounds promoting myeloid differentiation; ER-HoxA9 myeloid progenitors, lysozyme-GFP differentiation, flow cytometry; calls only at 10 µM; hit rate 1% among 360,000;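 active = normalized GFP-positive differentiation at or above the plate's own cutoff, the solvent-only control mean plus 3 SD; inconclusive = no clear call, values can overlap the other calls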;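 note: cells exposed to compound for four days before flow analysis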
NTR1 agonist: agonists of NTR1, primary screen, imaging, U2OS cells, beta-arrestin-GFP, high content (AID 493036); NTR1-U2OS beta-arrestin-GFP spot imaging, agonist mode; activation, % at 20 µM; hit rate 0.17% among 330,000;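 active = activation at or above 40% of the spot to cytoplasm intensity ratio, with at least 20 cells analyzed; inconclusive = wells under 20 cells, flagged as cytotoxic or low count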;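 note: 0% = DMSO without peptide and 100% = 100 nM NTR1 peptide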
Target sequence (P30989 whole entry, looked up): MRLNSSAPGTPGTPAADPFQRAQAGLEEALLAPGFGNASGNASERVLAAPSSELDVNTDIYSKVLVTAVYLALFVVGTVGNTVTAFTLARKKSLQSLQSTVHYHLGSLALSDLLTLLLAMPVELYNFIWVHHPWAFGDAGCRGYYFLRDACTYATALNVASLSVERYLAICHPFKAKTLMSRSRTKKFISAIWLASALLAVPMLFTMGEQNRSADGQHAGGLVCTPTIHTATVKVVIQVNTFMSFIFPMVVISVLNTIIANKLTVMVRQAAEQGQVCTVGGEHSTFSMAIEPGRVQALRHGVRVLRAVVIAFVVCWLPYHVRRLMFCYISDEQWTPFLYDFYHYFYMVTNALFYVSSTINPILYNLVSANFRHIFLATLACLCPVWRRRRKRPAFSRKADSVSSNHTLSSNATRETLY
T cell HTS vesicle-bound %: also measured in T cell HTS; calls as there; double positive events, %; measured here: CD8+ vesicle-bound cell fraction;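 binding gate set so that unloaded-vesicle control wells show 10% double positive cells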
NTR1 agonist cell count 20 µM: second read-out of NTR1 agonist, no call of its own (marks repeat the call); cell count; measured here: cell count, cytotoxicity flag
Myeloid diff 2 GFP+ MAC1+ %: further read-out of Myeloid diff 2, marked with its call; GFP+ MAC1+ double positive, %; measured here: differentiation confirmed by MAC1 staining
* marks the source's active call; other numbers are inactive results; i = inactive; ? = inconclusive; . = no result given; + = active, no number; [ ] = remark or other dose. Cut-off read from the data, not from the text of the source, unless noted: active = inhibition above about 50%; inactive = the rest. These rows are one share of the data (hit frequency here may not be typical).

Below each compound – GPR55 activation, NTR1 agonist, Myeloid diff 2, GPR55 LPI antagonism, KOR beta-arrestin-2, Myeloid diff 2 GFP+ MAC1+ %, NTR1 agonist cell count 20 µM, T cell HTS vesicle-bound %, KOR beta-arrestin-1, NOD1 NF-kB reporter, HEK293 NOD2/NF-kB, T cell HTS
> CCC(C)(C)NC(=O)C(c1ccncc1)N(Cc1ccc(C)cc1)C(=O)c1csnn1 (stereo unspecified)
  -0.3%, -0.6, i, 10%, -4%, 1.0, 78, 35, -3.3%, -41%, 1%, i
> COc1ccc(C2N(C(=O)CN3CCCC3)CCCN2S(=O)(=O)c2ccccc2)cc1 (stereo unspecified)
  -0.1%, 1.0, i, 0%, -14%, 1.0, 48, 25, 0.8%, 4%, 12%, i
> COC(=O)C1=C(NC(=O)c2ccccc2[N+](=O)[O-])CCS1
  -0.3%, -1.0, i, 10%, -8%, 0.7, 44, 20, -4.8%, -38%, 9%, i
> O=C(NCc1ccccc1C(F)(F)F)C1CC(c2ccccc2C(F)(F)F)=NO1 (stereo unspecified)
  0.4%, -1.3, i, 7%, -20%, 2.3, 103, 15, 0.5%, -9%, 13%, i
> CCCc1nnc(NC(=O)CCC(=O)N2CCN(C3c4ccccc4-c4ccccc43)CC2)s1
  -0.2%, 4.9, i, -2%, -6%, 0.3, 38, 48, 8.4%, -58%, -28%, i
> CCCC(C)c1nnc(NC(=O)C(=O)OCC)s1 (stereo unspecified)
  -0.2%, 0.3, i, 6%, -21%, 0.2, 38, 17, -1.2%, -27%, 2%, i
> COc1cccc(CN(C)CC(=O)NCc2ccc(C)cc2)c1
  -0.1%, 0.1, ?, 3%, 8%, ., 60, 24, -2.4%, -6%, 21%, i
> COCCCN1C(=O)C(=O)/C(=C(/O)c2ccc(S(=O)(=O)N3CCOCC3)cc2)C1c1ccc(Cl)cc1 (stereo unspecified)
  -0.2%, -1.5, i, 7%, -14%, 1.5, 37, 8, 2.5%, -20%, 0%, i
> O=C(Nc1cccc2ncccc12)c1cccnc1
  0.3%, -0.7, i, -5%, -20%, 0.6, 32, 17, 0.0%, -21%, 9%, i
> O=C1c2ccccc2S(=O)(=O)N1Cc1cc(=O)n2ccsc2n1
  -0.1%, -2.3, i, -11%, 39%, 0.7, 83, 38, -2.3%, 25%, 14%, i
> Cc1ccc(S(=O)(=O)NCCCN2CCOCC2)cc1C
  -0.1%, -0.8, i, 7%, -10%, 0.7, 56, 59, 1.4%, -35%, 1%, i
> CCN1C(=NCCc2ccccn2)N[C@@H](c2cccc(F)c2)C(C(=O)OC)=C1C
  0.4%, -2.5, i, -8%, -3%[20 µM], 0.6, 84, 20, -1.7%, -19%, -1%, i
> CCCn1c(SCC(=O)Nc2nnc(-c3ccccc3)s2)nnc1-c1ccccn1
  -0.1%, 0.8, i, 9%, -27%, 1.5, 45, 23, -5.2%, -32%, -4%, i
> CN1CCN(CCNC(=O)c2cc3c(=O)n(C)c4ccccc4c3n2C)CC1
  -0.1%, 5.5, i, 6%, -4%, 1.6, 50, 50, -2.2%, -37%, 2%, i
> O=C(c1cc(COc2ccc3ncccc3c2)on1)N1CCC(O)CC1
  0.0%, 0.4, i, 12%, -18%[20 µM], 0.2, 49, 36, ., 0%, 19%, i
> CC1CCCN(CCCNC(=O)CCn2nc(-c3ccccc3)ccc2=O)C1 (stereo unspecified)
  -0.1%, 1.9, i, -7%, -21%, 1.0, 47, 57, 1.2%, -1%, -4%, i
> Cc1cccc(NCCNc2cccc(C)c2)c1
  0.0%, -2.1, i, 4%, 14%, 1.1, 52, 5, 1.1%, -6%, 13%, i
> CCCC/C(O)=C1\C(=O)CC(C)(C)CC1=Nc1ccc(N)cc1
  -0.3%, -0.4, i, 2%, 3%, 0.5, 46, 28, 2.9%, -20%, 3%, i
> CCCCN(C)CCNC(=O)CN1C(=O)CSc2ccc(S(=O)(=O)N3CCCC3)cc21
  -0.1%, -0.2, i, 4%, -3%, 0.5, 54, 16, -4.5%, -23%, -12%, i
> O=C(NC1CC2CCCC(C1)N2C(=S)NCCc1ccccc1)C1CC1 (stereo unspecified)
  -0.1%, -0.5, i, 4%, -8%, 0.5, 32, 17, -4.3%, 29%, 3%, i
> COc1ccccc1NC(=O)Cn1cc(C#N)c2ccccc21
  -0.2%, 0.2, i, 1%, -11%, 5.2, 63, 30, -3.2%, -24%, -11%, i
> CCc1c(C)nc(N2CCN(c3ccc(OC)cc3)CC2)[nH]c1=O
  -0.4%, 1.1, i, -8%, -41%[20 µM], 0.5, 44, 56, -3.2%, -21%, 4%, i
> CCCC1OC23CCCCC2C(C#N)(C#N)C1(C#N)C(=N)O3 (stereo unspecified)
  -0.4%, 1.5, i, 12%, 8%, 0.5, 78, 13, -0.3%, -7%, 18%, i
> CN(C)C(=O)COc1ccc2cc(-c3ccccc3)c(=O)oc2c1
  -0.1%, -1.5, i, 6%, 36%, 0.9, 83, 54, -3.7%, -40%, -50%, i
> COc1ccc(SN=C2C(C)=CC(=O)C=C2C)cc1
  -0.1%, -0.2, ?, -5%, 8%, ., 59, 29, -2.3%, -50%, -6%, i
> CC(C)C[C@@H](CO)N1CCN(Cc2cccc(C#N)c2)CCC1=O
  0.2%, -1.5, i, 14%, -15%[20 µM], 0.5, 86, 24, -3.8%, -27%, -10%, i
> CC(=O)Nc1cccc(-c2csc(Nc3ccccn3)n2)c1
  -0.2%, 4.6, i, -26%, -32%, 1.9, 64, 30, 2.9%, -31%, -280%, i
> CC(C)c1nnc(NC(=O)CCCC(=O)O)s1
  -0.1%, -1.2, i, -10%, 27%, 0.9, 34, 33, -12%, -17%, 17%, i
> CSCCC1Nc2ccc(S(=O)(=O)N3CCOCC3)cc2NC1=O (stereo unspecified)
  0.2%, ., i, 8%, 5%, 0.3, ., ., 0.3%, -33%, 4%, .
> COc1ccc(N(CC(C)C)S(=O)(=O)c2nnc(NC(=O)CC(C)C)s2)cc1
  -0.3%, -0.6, i, -2%, 8%, 0.4, 83, 23, -5.8%, 2%, 25%, i
> CCc1ccc(S(=O)(=O)NCc2cn3ccccc3n2)s1
  -0.2%, 0.6, i, -14%, -16%, 0.5, 45, 49, 3.2%, 5%, 5%, i
> COc1ccc(-c2cc(C(=O)N3CCN(S(=O)(=O)c4ccc(C)cc4)CC3)[nH]n2)cc1
  0.4%, 0.6, i, -1%, -6%[20 µM], 8.6, 51, 12, -5.7%, -10%, 12%, i
> CN1CCN(c2nc3ccccn3c(=O)c2C=O)CC1
  0.2%, 0.4, i, 8%, 7%, 0.4, 51, 54, -1.0%, -17%, 3%, i
> Cc1cc(C)c(NC(=O)c2cccs2)c(C)c1NC(=O)c1cccs1
  -0.2%, 0.1, i, 2%, 17%, 1.9, 44, 23, -3.3%, -35%, -11%, i
> Cc1ccc(-c2csc(N3CCN(c4cc5c(cc4Cl)nc(C(C)N)n5CCCO)CC3)n2)cc1 (stereo unspecified)
  -0.1%, -1.6, i, -2%, -12%[20 µM], 2.6, 99, 42, -2.5%, 17%, -2%, i
> Cc1ccc(CCNC(=O)CN(c2cc(C)cc(C)c2)S(=O)(=O)c2c(C)noc2C)cc1
  -0.2%, 5.7, i, 5%, -22%, 1.1, 52, 30, -3.3%, -27%, -2%, i
> Nc1c(C(=O)NCc2ccccc2)c2nc3ccccc3nc2n1-c1ccc2c(c1)OCO2
  0.2%, 8.0, +, -2%, 29%, 17*, 49, 12, -2.2%, -19%, 21%, i
> O=C(CN(C(=O)c1csnn1)c1ccccc1)NCc1ccc2c(c1)OCO2
  0.0%, -1.5, i, -2%, -29%, 0.2, 44, 17, 2.6%, 31%, -24%, i
> O=C(Nc1nc(-c2ccccc2)ns1)c1cccs1
  -0.2%, -1.4, i, 10%, 29%, 3.2, 61, 46, -4.0%, -29%, -33%, i
> CC(C)CC(NC(=O)OC(C)(C)C)C(=O)O (stereo unspecified)
  0.3%, 1.7, i, 1%, -8%, 0.7, 48, 49, 3.6%, -1%, 5%, i
> CC(Sc1nc(N2CCOCC2)c2c(c1C#N)CC(C)(C)OC2)C(=O)O (stereo unspecified)
  0.2%, -1.5, i, -3%, 29%, 0.7, 88, 31, -2.1%, 1%, 2%, i
> CCCCNC(=O)c1cc2c(=O)n3cccc(C)c3nc2s1
  -0.1%, 4.0, i, 8%, 26%, 0.6, 87, 19, -3.8%, -6%, 1%, i
> COc1cccc(N2CCN(C(=O)c3ccc4nc(N5CCC(C)CC5)sc4c3)CC2)c1
  -0.1%, 5.4, ., -2%, -40%, ., 56, 9, -2.0%, -4%, -128%, i
> Nc1c(Cl)ncnc1N/N=C/c1ccc(O)cc1
  0.0%, 0.4, i, 6%, 8%, 0.6, 57, 48, 0.4%, -9%, -29%, i
> O=[N+]([O-])c1cccc2ccc(N3CCOCC3)nc12
  -0.2%, -0.9, i, -4%, -16%[20 µM], 0.3, 54, 59, -1.6%, 6%, 0%, i
> CSc1nc(SCC(=O)NCC2CCCO2)c2c3c(sc2n1)CN(C)CC3 (stereo unspecified)
  -0.3%, 0.2, ., -2%, -2%, ., 52, 35, -1.7%, -7%, 11%, i
> COc1ccc(C(=O)Nc2ccc(-c3n[nH]c(=S)o3)cc2)cc1OC
  0.0%, 0.7, i, 12%, -9%, 7.3, 94, 52, -4.5%, 9%, 20%, i
> COc1cc(C)c(NC(=S)NCCCN2CCOCC2)cc1OC
  0.6%, 0.1, i, 4%, -3%, 0.5, 44, 44, -2.8%, -12%, 15%, i
